Screening results as filed in PubChem.
PTPN22 act: increases human PTPN22 phosphatase activity; Q9Y2R2; recombinant LYP, DiFMUP fluorescence; 0 = plate median, 100 = signal doubled; activation, % at 2 µM; 96,000 compounds, 0.11% hits; AID 697;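 active = activation at 2 µM above a set limit, the mean plus 5 SD, cut at about 37% in these data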
Target sequence (Q9Y2R2 whole entry, looked up): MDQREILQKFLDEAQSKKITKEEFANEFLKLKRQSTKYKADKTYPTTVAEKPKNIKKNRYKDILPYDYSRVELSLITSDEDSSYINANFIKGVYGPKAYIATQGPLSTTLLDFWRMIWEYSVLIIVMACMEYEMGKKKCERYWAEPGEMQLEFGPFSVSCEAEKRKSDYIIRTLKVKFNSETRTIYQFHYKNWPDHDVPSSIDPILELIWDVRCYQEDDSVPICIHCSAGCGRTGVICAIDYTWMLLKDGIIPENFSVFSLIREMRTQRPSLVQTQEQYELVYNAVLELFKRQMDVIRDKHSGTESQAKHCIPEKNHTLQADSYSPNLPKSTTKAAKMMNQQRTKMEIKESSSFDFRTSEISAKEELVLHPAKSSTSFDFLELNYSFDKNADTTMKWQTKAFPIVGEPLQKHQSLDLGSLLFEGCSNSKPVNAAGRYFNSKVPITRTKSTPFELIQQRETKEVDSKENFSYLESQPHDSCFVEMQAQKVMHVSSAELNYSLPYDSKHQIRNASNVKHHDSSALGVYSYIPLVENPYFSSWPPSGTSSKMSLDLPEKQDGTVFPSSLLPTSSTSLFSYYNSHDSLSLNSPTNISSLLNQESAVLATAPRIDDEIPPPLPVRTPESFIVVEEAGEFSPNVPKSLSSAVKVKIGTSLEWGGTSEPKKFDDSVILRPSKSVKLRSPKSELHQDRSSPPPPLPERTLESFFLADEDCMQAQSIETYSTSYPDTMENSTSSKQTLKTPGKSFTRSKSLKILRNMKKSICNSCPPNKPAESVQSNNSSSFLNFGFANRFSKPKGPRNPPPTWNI
S1P2 blocker: S1P2 (human) receptor antagonism; 97,000 compounds, 0.21% hits; inhibition, % at 5 µM; AID 736; cell-based S1P2 antagonist assay, inhibition at 5 uM; in the data active = inhibition above about 45%;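 note: CRE beta-lactamase reporter cells expressing human S1P2 stimulated with S1P; 0% = agonist at EC80 alone and 100% = agonist plus reference antagonist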
PostGolgi ctrl: growth of the yeast control strain, post-Golgi counter-screen | efflux-deficient yeast background strain, growth absorbance A615, 16 h | inhibition, % at 10 µM | 98,000 compounds, 5% hits
FAK blocker: FAK (human) kinase inhibition | 97,000 compounds, 0.84% hits | AID 727 | biochemical FAK kinase activity assay | Q05397 | inhibition, %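 (tested at 7 µM)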; in the data active = inhibition above about 19%;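 note: 0% = DMSO and 100% = reference compound high control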
S1P2 agonist: S1P2 (human) receptor agonism; 97,000 compounds, 0.46% hits; activation, % at 4.5 µM; O95136; AID 729; S1P2-expressing cell line, agonist reporter read-out; in the data active = activation above about 16%;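 note: 0% = vehicle low control and 100% = maximal reference agonist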
Rev-RRE block: inhibitors of HIV-1 Rev-RRE RNA interaction | P05866 | Rev peptide-RRE RNA binding, FRET | inhibition, % at 8 µM | 97,000 compounds, 0.79% hits | AID 704;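 active = inhibition above the screen-wide mean plus 3 SD, cut at about 35% in these data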;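 note: 0% = median DMSO wells and 100% = median Neomycin B control wells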
Target sequence (P05866 whole entry, looked up): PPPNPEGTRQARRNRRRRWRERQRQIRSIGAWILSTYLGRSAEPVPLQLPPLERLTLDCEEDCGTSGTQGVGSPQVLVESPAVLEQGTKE
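assay system = Cy5-tagged RRE RNA duplex with fluorescein-tagged Rev peptide | incubation = 5 + 15 min at 25 °C | also added = labelled Rev peptide | measure = % inhibition of FRET ratio versus controls | benchmarks = DMSO wells as 0% and neomycin B wells as 100% inhibition | measured by = FRET fluorescence readout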
PostGolgi yeast: growth inhibition of a yeast mutant, post-Golgi transport screen; AID 739; post-Golgi transport phenotypic cell assay; inhibition, % at 10 µM; 98,000 compounds, 0.9% hits;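 note: yeast cells grown in 1536-well plates; yeast grown about 18 h at 30C before absorbance read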
EphB4 ephrin blk: EphB4-ephrin-B2 interaction antagonism; P54760; EphB4 LBD / TNYL-RAW-Alexa532 peptide, fluorescence polarization; inhibition, % at 7 µM; 97,000 compounds, 0.15% hits; AID 720;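 active = inhibition above the screen-wide mean inhibition plus 3 SD, cut at about 15% in these data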;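 note: 0% = DMSO wells and 100% = excess unlabeled TNYL-RAW peptide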
PTPN22 inh 2: inhibitors of human LYP (PTPN22) phosphatase. AID 640. Q9Y2R2. recombinant LYP catalytic domain, DiFMUP fluorescence. inhibition, % at 2 µM. 96,000 compounds, 0.21% hits;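 active = inhibition at 2 µM at or above a set limit, the screen mean plus 3 SD, cut at about 24% in these data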;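 note: 0% = DMSO with enzyme and 100% = enzyme fully blocked by orthovanadate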
Active calls of the source: *; · = no result given. Cut-off read from the data, not from the text of the source, unless noted: active = inhibition above about 30%; inactive = the rest.

SMILES | PTPN22 act | S1P2 blocker | PostGolgi ctrl | FAK blocker | S1P2 agonist | Rev-RRE block | PostGolgi yeast | EphB4 ephrin blk | PTPN22 inh 2
COc1cccc(C(=O)C2CN(c3ccccc3)CC2c2ccc(Cl)cc2)c1 (stereo not drawn) | 4 | -4 | 6 | 9 | 0 | 4 | 8 | 3 | -8
CC1CCCCN1C(=O)C12CCC(C)(/C(=N/O)C1)C2(C)C (stereo not drawn) | 5 | 20 | -13 | 3 | -2 | 8 | 20 | 8 | -6
Cc1cccc(/C(N)=N/OC(=O)c2cccs2)c1 | 8 | -8 | -12 | -4 | -4 | 1 | -1 | -2 | -5
CC1(C)NC(=O)N(CCCOc2ccc3c(c2)CCC3)C1=O | 1 | 19 | 14 | 0 | -3 | 5 | -7 | -1 | -3
CCN(CC)C(=O)C1CCCN(C/C=C/c2ccccc2)C1 (stereo not drawn) | -10 | 17 | 12 | 8 | -5 | 3 | 10 | 2 | 8
c1nnc(NC2=NCCCCC2)s1 | -4 | 2 | -5 | -1 | 0 | 5 | 4 | -8 | 1
CCOc1ccc(C(N)=O)cc1OC | 8 | -8 | 8 | -2 | -2 | 4 | 0 | 1 | -14
Cc1ccc(NC(=O)CCn2cccc2)cc1 | 11 | 5 | 20 | -3 | -1 | 6 | 13 | 3 | -12
CCOC(=O)c1cc(-c2ccccc2)sc1NC(=O)CN1C(=O)NC(CC)(c2ccc(F)cc2)C1=O (stereo not drawn) | 24 | 22 | 3 | -2 | -1 | -1 | 0 | 0 | -26
Cc1ccc(C)c(SCC(=O)OCC(=O)c2ccco2)c1 | -14 | 13 | 2 | 9 | -3 | -4 | -4 | -4 | 11
COc1ccc(Nc2nccc3c2nnn3C)cc1 | 4 | 2 | 8 | 2 | -11 | 0 | 7 | -4 | -5
COc1cccc(C2C(C(=O)c3ccc(C)o3)=C(O)C(=O)N2CCCN(C)C)c1 (stereo not drawn) | 13 | 10 | · | -6 | -2 | 14 | · | 6 | -18
CCn1c(SCC(=O)Nc2cc(C)on2)nc2c(c1=O)SC(C)C2 (stereo not drawn) | -8 | 10 | 21 | -1 | -6 | 7 | 7 | 1 | 9
COc1ccc(-c2c(-c3ccc(O)cc3O)n[nH]c2C)cc1OC | -8 | -25 | 3 | 2 | -2 | 4 | 8 | -1 | 7
Cn1c(=O)c2c(ncn2Cc2ccc(Cl)c(Cl)c2)n(C)c1=O | -4 | 34 | 11 | 3 | -5 | -1 | 3 | 1 | -2

Profiles, quoted from the list. Order of values: PTPN22 act | S1P2 blocker | PostGolgi ctrl | FAK blocker | S1P2 agonist | Rev-RRE block | PostGolgi yeast | EphB4 ephrin blk | PTPN22 inh 2
CC1(C)NC(=O)N(CCCOc2ccc3c(c2)CCC3)C1=O reads 1 | 19 | 14 | 0 | -3 | 5 | -7 | -1 | -3
COc1ccc(-c2c(-c3ccc(O)cc3O)n[nH]c2C)cc1OC reads -8 | -25 | 3 | 2 | -2 | 4 | 8 | -1 | 7
Cc1ccc(C)c(SCC(=O)OCC(=O)c2ccco2)c1 reads -14 | 13 | 2 | 9 | -3 | -4 | -4 | -4 | 11
c1nnc(NC2=NCCCCC2)s1 reads -4 | 2 | -5 | -1 | 0 | 5 | 4 | -8 | 1
CC1CCCCN1C(=O)C12CCC(C)(/C(=N/O)C1)C2(C)C (stereo not drawn) reads 5 | 20 | -13 | 3 | -2 | 8 | 20 | 8 | -6

Later entries.
SMILES | PTPN22 act | S1P2 blocker | PostGolgi ctrl | FAK blocker | S1P2 agonist | Rev-RRE block | PostGolgi yeast | EphB4 ephrin blk | PTPN22 inh 2
CCOC(=O)CC1=C(C(=O)OCC)C(c2cc(OC)c(OC)cc2OC)C(C#N)=C(N)O1 (stereo not drawn) | -8 | 14 | 12 | 5 | -4 | 12 | -2 | 4 | 10
C=CCNC(=O)c1cc(=O)c2ccccc2o1 | 26 | -10 | -12 | 4 | -1 | 1 | 1 | -11 | -29
O=C(O)C1C2C=CC(O2)C1C(=O)NCc1ccccc1Br (stereo not drawn) | -1 | -6 | 2 | 1 | -4 | 2 | 8 | 0 | 2
CCCC(O)(c1ccc(Cl)cc1)C(CN1CCOCC1)c1ccccc1 (stereo not drawn) | 2 | -7 | 50* | -1 | -6 | 8 | 1 | 0 | -3
Cc1snc(S(=O)(=O)/C(C#N)=N/Nc2cccc(C(F)(F)F)c2)c1C#N | 4 | 2 | 8 | -6 | -1 | 10 | 0 | 6 | -8
COC(=O)c1cc(C)sc1NC(=O)c1cccnc1 | 1 | -15 | 20 | 0 | -8 | -2 | 3 | 4 | -6
CCOC(=O)c1csc(NC(=O)CSc2nnnn2-c2ccc3c(c2)OCCO3)n1 | -3 | -2 | · | -2 | -4 | 4 | · | 1 | 3
COc1ccc(OC)c(CNC(=O)Cc2c(C(=O)O)[nH]c3ccccc23)c1 | -10 | 26 | -3 | 7 | -6 | 7 | 0 | -1 | 8
Cc1cc(C)n(-c2nc3ccccc3nc2N2CCN(C(=O)c3ccccc3)CC2)n1 | -6 | 14 | 9 | -1 | -6 | 8 | 3 | 5 | 4
CCc1nnc(NC(=O)CSc2nnc(-c3ccncc3)n2C)s1 | -9 | 0 | · | -3 | 0 | 2 | · | 0 | 7
O=C(COCCOCC(=O)N(c1ccccn1)C1CCCCC1)N(c1ccccn1)C1CCCCC1 | -2 | -23 | 6 | 6 | -2 | 5 | 6 | -8 | 0
CC(NC(=O)c1ccccc1NC(=O)c1ccco1)c1ccccc1 (stereo not drawn) | 3 | 10 | -2 | 2 | -7 | 1 | 2 | 0 | -2
O=C(NCCN1CCOCC1)C1CCC(=O)N1C1CCCCC1 (stereo not drawn) | 1 | -2 | 3 | -5 | -7 | 7 | 1 | -12 | -4
CC1(C)CC(=S)Nc2ccccc2S1 | 11 | -17 | · | 2 | -2 | 5 | · | -8 | -11
O=C(NC(Cc1ccccc1)c1ccc2c(c1)OCCCO2)c1ccccc1F (stereo not drawn) | 7 | 9 | 9 | 1 | -5 | 9 | 4 | 3 | -7
O=C(Nc1ccc(OC(=O)c2ccncc2)cc1)c1ccncc1 | 12 | -5 | 8 | 3 | -4 | 0 | 1 | -2 | -14
C=CCn1c(-c2cccc(OC)c2)nc2nc3ccccc3nc21 | 4 | -8 | 13 | 0 | 3 | 8 | -1 | 3 | -7
COC(=O)c1ccc2c(c1)NC(=O)C(N1CCCCC1)S2 (stereo not drawn) | -5 | 16 | 15 | 3 | -6 | -2 | 2 | -2 | 3
CCC(C)C(NC(=O)C(C)NC(=O)CNC(=O)CNC(=O)OCc1ccccc1)C(=O)OC (stereo not drawn) | -2 | -10 | · | -2 | -4 | 6 | · | 7 | 3
Cc1noc(C)c1COc1cccc(C(=O)NCc2ccccc2Cl)c1 | 2 | -18 | 30 | 2 | 3 | 5 | 1 | -1 | 1
O=C(OC(C(=O)NC1CCCCC1)c1ccccc1)c1ccco1 (stereo not drawn) | 3 | 6 | · | -1 | -9 | 1 | · | -3 | -2
O=C(CCCOc1ccccc1)N1CCN(c2ccccc2)CC1 | -2 | -26 | 17 | 1 | 1 | 9 | -3 | -4 | 4
O=C(c1ccco1)N1CCN(C(c2cccs2)c2nnnn2C2CCCC2)CC1 (stereo not drawn) | -4 | 14 | 16 | -3 | -2 | -1 | -13 | 5 | 7
COc1ccc(NC(=S)N/N=C2/CCCc3c(C)cc(C)cc32)cc1 | 2 | -3 | 0 | 0 | -8 | 1 | 6 | -6 | -5
Cc1occc1-c1nnc(SCC(=O)Nc2ccc3c(c2)OCO3)n1CC1CCCO1 (stereo not drawn) | 1 | 19 | 0 | 2 | 1 | -4 | -4 | -2 | -1
CCOc1ccccc1CN1C(=O)c2ccccc2C1C(=O)NCC1CCCO1 (stereo not drawn) | -6 | -22 | 6 | 0 | -6 | 4 | 0 | 3 | 6
Cc1ccc(N2CC(C(=O)NC3=NCCS3)CC2=O)cc1C (stereo not drawn) | 2 | -3 | 4 | -8 | -5 | 0 | 0 | -7 | 3
CCCCCCOc1ccc(OCC(O)CN2C(=O)NC(C)(C)C2=O)cc1 (stereo not drawn) | 0 | -1 | 8 | 0 | -5 | 2 | -7 | 1 | -1
Cc1occc1-c1nnc(SCC(=O)NCc2cccs2)n1-c1ccc(F)cc1 | -5 | -1 | 8 | -1 | -4 | 4 | -2 | -2 | 5
O=C(Nc1ccc2c(c1)OCCO2)c1ccc(S(=O)(=O)N2CCCCC2)cc1 | 1 | 7 | 4 | -5 | -1 | 0 | -1 | -1 | -4
CCOC(=O)Cn1nc(/C=C/c2ccc(OC)cc2)ccc1=O | · | 7 | · | 6 | -1 | 10 | · | 3 | ·
CCN(CC)c1nc(N)nc(N(c2ccccc2)c2ccccc2)n1 | 3 | -7 | 53* | -1 | 2 | 4 | -8 | 0 | -6
COC(=O)CCc1c(C)nn(-c2ccccc2)c1C | 0 | -15 | 1 | -6 | -4 | -5 | 2 | -8 | 1
CCOC(=O)c1nc(S(C)(=O)=O)ncc1Cl | -8 | 24 | 13 | -3 | -6 | 0 | 0 | -3 | 8
O=C(O)c1cc(NCc2ccccc2C(F)(F)F)ccc1N1CCOCC1 | 20 | 2 | 12 | -2 | -5 | -2 | 7 | -9 | -16
CCOc1ccccc1NC(=O)C1CCN(S(=O)(=O)c2ccc(OC)c(OC)c2)CC1 | 1 | 16 | 10 | 1 | -5 | 7 | 1 | 2 | -4
Nc1nc(SCC(=O)N2CCc3ccccc32)[nH]c(=O)c1-c1ccccc1 | 4 | 4 | -1 | -2 | -2 | 7 | -2 | 4 | -7
Cn1ccnc1SCC(=O)Nc1ccc2ccccc2c1 | -1 | -10 | 11 | -1 | -4 | 6 | 6 | -10 | 0
CCNC(=O)n1nccc1C(C)Oc1ccccc1 (stereo not drawn) | -4 | -1 | 3 | 3 | 9 | 0 | -3 | 0 | 6
Cc1cc(C(=O)CSc2n[nH]c(-c3ccccc3F)n2)c(C)n1Cc1cccs1 | 1 | -4 | 33* | 3 | -2 | 0 | 1 | -2 | 0
Cn1cc(-c2nnnn2-c2ccc(Cl)cc2)c(=O)c2ccccc21 | 5 | -13 | 3 | 3 | 0 | 2 | -2 | -1 | -10
CC(C)[C@H](N)c1nnc(SC/C=C/c2ccccc2)o1 | 0 | -9 | 13 | 1 | -1 | 1 | 6 | -2 | -3
COc1cc2c(cc1OC)C(C(=O)N1CCN(c3ccccn3)CC1)C(c1cccs1)N(C)C2=O (stereo not drawn) | -8 | 8 | -3 | 0 | -1 | 1 | 0 | 10 | 8
O=C(Cc1csc(N2CCOCC2)n1)N/N=C/c1ccc(F)cc1 | 1 | 2 | 3 | 0 | -3 | 5 | 0 | 6 | 0
CCOc1ccc(C(=O)Nc2cc(=O)n(C)c(=O)n2C)cc1 | -11 | -14 | · | 2 | -8 | 2 | · | -5 | 8
Cc1cc(C)nc(Nc2nc(C)c3cc4c(cc3n2)OCO4)n1 | -3 | 5 | 36* | 2 | -7 | 11 | -2 | -4 | 7
COC(=O)c1cn(NC(=O)c2ccc(OC)c(OC)c2)c(=O)c2ccccc12 | 4 | 13 | 0 | 6 | -4 | 2 | 18 | 9 | -6
N#Cc1nc(COc2ccc(F)cc2)oc1N1CCCC1 | 3 | -8 | 5 | 5 | -3 | 5 | -3 | 8 | -4
Cc1ccc2[nH]c(=O)c(COC(=O)c3ccccn3)cc2c1 | -3 | 3 | 0 | 0 | -3 | 11 | -3 | 2 | 1
Cc1ccc(S(=O)(=O)N2CCN(Cc3nc4ccccc4[nH]3)CC2)cc1C | 0 | 14 | -1 | 0 | -9 | 6 | -1 | 1 | 0
CCOC(=O)C1=C(C)NC2=C(C(=O)CC(C)(C)C2)C1c1ccc2c(c1)CCCN2C (stereo not drawn) | -7 | -3 | -5 | -7 | -5 | 0 | -6 | -4 | 5
